Assay outcomes: PubChem, Broad Institute
EZH2 inh: EZH2/PRC2 methyltransferase inhibitors, primary screen, biochemical, DELFIA time-resolved fluorescence, single point; actives 0.35% (n = 57,000); PRC2 H3K27 methylation, DELFIA TRF, 1 h; AID 651548, 2012; inhibition, % at 12.5 µM; Histone-lysine N-methyltransferase EZH2 (Homo sapiens), Q15910;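 active means mean inhibition of replicates at least 50% and every single replicate also reaching 50%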;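 further: dimethyl H3K27 on biotinylated H3 21-44 peptide detected by antibody; plate controls were median neutral control wells for no effect and median positive control wells for full effect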
Target sequence (Q15910 whole entry, looked up): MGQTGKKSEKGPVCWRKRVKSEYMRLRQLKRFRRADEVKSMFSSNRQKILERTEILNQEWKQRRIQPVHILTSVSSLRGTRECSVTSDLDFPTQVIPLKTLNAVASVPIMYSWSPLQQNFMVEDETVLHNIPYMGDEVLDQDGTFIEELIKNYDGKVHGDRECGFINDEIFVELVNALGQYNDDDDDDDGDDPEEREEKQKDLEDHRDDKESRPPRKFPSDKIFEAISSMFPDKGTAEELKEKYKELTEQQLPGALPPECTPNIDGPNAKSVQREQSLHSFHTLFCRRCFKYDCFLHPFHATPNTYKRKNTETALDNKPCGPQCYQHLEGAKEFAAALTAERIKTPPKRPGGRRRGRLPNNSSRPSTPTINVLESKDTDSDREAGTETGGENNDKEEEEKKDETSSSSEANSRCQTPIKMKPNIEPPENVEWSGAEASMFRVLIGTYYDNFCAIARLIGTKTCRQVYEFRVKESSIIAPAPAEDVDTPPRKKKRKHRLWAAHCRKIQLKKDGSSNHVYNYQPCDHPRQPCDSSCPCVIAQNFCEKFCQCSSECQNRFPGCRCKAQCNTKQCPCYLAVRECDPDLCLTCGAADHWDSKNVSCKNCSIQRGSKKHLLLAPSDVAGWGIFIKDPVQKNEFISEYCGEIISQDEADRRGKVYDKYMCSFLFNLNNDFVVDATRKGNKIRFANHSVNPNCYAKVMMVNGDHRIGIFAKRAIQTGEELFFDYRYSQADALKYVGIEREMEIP
IDH1 mut inh: inhibitors of IDH1 R132H reductase, primary screen, biochemical, plate reader, single point. actives 0.18% (n = 70,000). diaphorase/resazurin fluorescence, 60 min. inhibition, % at 10 µM. AID 624101, 2012. Isocitrate dehydrogenase [NADP] cytoplasmic (Homo sapiens), O75874; in the data active means inhibition above about 34%;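 further: 0% = DMSO and 100% = no enzyme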
* hit, by the source's call; / = no result given. Some of the compounds tested; count on the stated rates, not on these rows.

SMILES	EZH2 inh	IDH1 mut inh
C[C@@H]1CN([C@@H](C)CO)S(=O)(=O)c2ccc(-c3ccc(C#N)cc3)cc2O[C@@H]1CN(C)Cc1cccc(F)c1	1.6	/
COc1ccc(S(=O)(=O)N(C)C[C@H]2Oc3c(NC(=O)c4cnccn4)cccc3C(=O)N([C@@H](C)CO)C[C@@H]2C)cc1	/	0.1
CCS(=O)(=O)Nc1ccc2c(c1)C(=O)N(C)C[C@H](OC)[C@@H](C)CN(C(C)=O)[C@@H](C)CO2	4.1	0.4
CO[C@@H]1CN(C)C(=O)c2ccc(NC(=O)NC(C)C)cc2OC[C@@H](C)N(Cc2ccccn2)C[C@@H]1C	1.4	0.0
C[C@@H]1CN([C@@H](C)CO)C(=O)c2cccc(NC(=O)c3ccncc3)c2O[C@@H]1CN(C)Cc1ccc2c(c1)OCO2	17.4	1.0
CNC[C@H]1OCCCC[C@@H](C)Oc2ccc(NC(=O)CCCN(C)C)cc2C(=O)N([C@H](C)CO)C[C@@H]1C	4.0	1.9
CO[C@@H]1CN(C)C(=O)c2ccc(NS(=O)(=O)c3ccccc3Cl)cc2OC[C@@H](C)NC[C@@H]1C	-1.3	0.3
CC(C)NC(=O)N(C)C[C@H]1OCCCC[C@@H](C)Oc2ccc(NC(=O)Nc3ccccc3)cc2C(=O)N([C@@H](C)CO)C[C@H]1C	-11.9	2.8
Cc1ccc(N(C(C)C(=O)O)S(C)(=O)=O)cc1C (stereo not given)	11.0	0.2
C[C@@H]1CN([C@H](C)CO)C(=O)Cc2cc(NS(=O)(=O)c3cn(C)cn3)ccc2O[C@H]1CN(C)S(=O)(=O)c1ccc(Cl)cc1	/	3.4
O=C(N/N=C/c1ccccc1Br)c1ccccc1O	7.6	0.3
Cc1noc(C)c1NC(=O)N(C)C[C@@H]1OCCCC[C@H](C)Oc2ccc(NS(C)(=O)=O)cc2C(=O)N([C@@H](C)CO)C[C@H]1C	/	4.1
COc1ccc(S(=O)(=O)N(C)C[C@@H]2Oc3ccc(NC(=O)C4CCCCC4)cc3C(=O)N([C@H](C)CO)C[C@@H]2C)cc1	/	0.0
COC(=O)c1ccccc1NC(=O)C(C)NS(=O)(=O)c1ccc(F)cc1 (stereo not given)	-0.1	0.3
Cc1ccc(S(=O)(=O)N(C)C[C@H]2OCc3ccccc3-c3c(n(C)c4ccccc34)C(=O)N([C@@H](C)CO)C[C@@H]2C)cc1	-26.4	/
C[C@H]1CN([C@@H](C)CO)C(=O)c2cc(C#CCc3ccccc3)cnc2O[C@@H]1CN(C)C(=O)C1CCOCC1	-9.8	3.5
O=C(N[C@H]1CC[C@H](CCn2cc(C3(O)CCCC3)nn2)O[C@H]1CO)C1CCCC1	0.3	-0.1
C[C@@H]1CN([C@@H](C)CO)C(=O)c2cc(NS(C)(=O)=O)ccc2O[C@@H]1CN(C)Cc1ccc(C(=O)O)cc1	/	0.1
Cc1noc(C)c1S(=O)(=O)Nc1ccc2c(c1)C(=O)N([C@@H](C)CO)C[C@@H](C)[C@H](CN(C)C)OCCCC[C@@H](C)O2	/	4.1
CC(=O)c1cc(C)ccc1OC(=O)CCN1C(=O)c2ccccc2C1=O	5.1	1.2
COc1cccc(S(=O)(=O)Nc2ccc3c(c2)[C@H]2C[C@H](CC(=O)NCCc4ccccc4)O[C@H](CO)[C@H]2O3)c1	-3.0	-0.2
C[C@H](O)C#Cc1cnc2c(c1)C(=O)N([C@@H](C)CO)C[C@@H](C)[C@H](CN(C)Cc1cccc(F)c1)O2	34.4	-0.8
CN(C)C(=O)C[C@H]1C=C[C@@H](NC(=O)c2ccc(F)cc2)[C@@H](CO)O1	-3.8	0.0
O=C(N[C@@H]1CC[C@H](CCNS(=O)(=O)c2ccccc2)O[C@H]1CO)c1cnccn1	-11.9	0.2
COc1ccc([Si](C)(C)[C@H]2[C@H](CCO)O[C@@]3(C(=O)N(Cc4cccc(NC(C)=O)c4)c4ccccc43)[C@@H]2C)cc1	32.7	/
Cc1cc(C(=O)Nc2cccc3c2O[C@@H](CN(C)C(=O)Nc2c(C)noc2C)[C@@H](C)CN([C@@H](C)CO)C3=O)n(C)n1	/	0.5
Cc1ccc(-c2ccc3c(c2)O[C@H](CN(C)C(=O)Nc2ccc(C(F)(F)F)cc2)[C@H](C)CN([C@H](C)CO)S3(=O)=O)cc1	/	-0.1
C[C@H](CO)N1C[C@H](C)[C@H](CN(C)Cc2ccccn2)Oc2ncc(C#CCN(C)C)cc2C1=O	-12.8	0.3
O=C1Nc2ccc(S(=O)(=O)NCc3ccccn3)c3cccc1c23	-9.0	-0.4
C[C@@H]1CN([C@@H](C)CO)C(=O)c2cccc(NS(=O)(=O)c3cccs3)c2O[C@@H]1CN(C)Cc1ccccc1	-5.3	0.3
COc1ccccc1NC(=O)C1=C(C)Nc2ncnn2C1c1ccccn1 (stereo not given)	/	-0.5
CO[C@H]1CN(C)C(=O)c2cc(NC(=O)Nc3cccc(Cl)c3)ccc2OC[C@@H](C)N(C)C[C@@H]1C	-12.7	0.2
CN(C)C(=O)C[C@@H]1C[C@H]2c3cc(NC(=O)Nc4ccc(C(F)(F)F)cc4)ccc3O[C@H]2[C@@H](CO)O1	-16.0	-0.1
CO[C@H]1CN(C)C(=O)c2ccc(NC(=O)C3CCC3)cc2OC[C@@H](C)N(C(=O)CN(C)C)C[C@@H]1C	-6.4	/
CC(=O)Nc1ccc(NC(=O)CSc2nncn2C)cc1	-10.8	0.2
C[C@@H]1CN([C@@H](C)CO)C(=O)c2cccc(N(C)C)c2O[C@H]1CN(C)S(=O)(=O)c1cn(C)cn1	2.7	/
C[C@H](CO)N1C[C@H](C)[C@@H](CN(C)Cc2ccc(Cl)c(Cl)c2)Oc2c(NC(=O)c3cnccn3)cccc2C1=O	2.1	0.5
C[C@H](CO)N1C[C@H](C)[C@H](CN(C)Cc2ccc(Oc3ccccc3)cc2)Oc2ccc(NC(=O)Cn3cnnn3)cc2C1=O	0.8	0.3
C[C@@H]1CN([C@@H](C)CO)C(=O)c2cc(NS(=O)(=O)c3ccccc3)ccc2O[C@H]1CN(C)C(=O)NC1CCCCC1	8.7	-2.4
COCC(=O)N(C)C[C@H]1Oc2ncc(Br)cc2C(=O)N([C@H](C)CO)C[C@@H]1C	7.7	1.0
C[C@@H]1CCCCO[C@@H](CN(C)C(=O)Nc2cccc3ccccc23)[C@H](C)CN([C@@H](C)CO)C(=O)c2cc(NS(=O)(=O)c3ccccc3)ccc2O1	/	0.9
O=C(NC1CCCCC1)N[C@H]1C=C[C@@H](CC(=O)N2CCOCC2)O[C@H]1CO	-4.3	-0.1
COc1cccc(S(=O)(=O)NCC(=O)N2CCCCCC2)c1	-1.9	0.0
C[C@H](CO)N1C[C@H](C)[C@H](CN(C)S(=O)(=O)c2cccc(F)c2)Oc2ncc(-c3cc4ccccc4o3)cc2C1=O	-15.7	-0.6
COc1ccc(NC(=O)N(C)C[C@H]2OCCCC[C@H](C)Oc3ccc(NC(=O)Nc4ccc5c(c4)OCO5)cc3C(=O)N([C@@H](C)CO)C[C@H]2C)cc1	/	0.6
CO[C@H]1CN(C)C(=O)c2ccc(NC(=O)C3CC3)cc2OC[C@H](C)N(Cc2ccccc2)C[C@H]1C	15.5	-0.4
COc1ccccc1NC(=O)CN1C(=O)c2cccc3cccc(c23)C1=O	-4.8	-0.2
CO[C@H]1CN(C)C(=O)c2cc(NC(=O)c3ccc(F)cc3)ccc2OC[C@@H](C)N(C(=O)c2ccc(F)cc2)C[C@@H]1C	0.7	0.0
C[C@@H]1CN([C@H](C)CO)C(=O)c2cc(NC(=O)CCN3CCOCC3)ccc2O[C@@H]1CN(C)Cc1ccc(C(=O)O)cc1	/	0.2
Cc1ccc(NC(=O)C(C)Sc2nccc(C)n2)cc1 (stereo not given)	-15.6	0.3
C[C@@H]1CN([C@@H](C)CO)C(=O)Cc2cc(NC(=O)Cn3cnnn3)ccc2O[C@H]1CN(C)C(=O)Nc1ccc(C(F)(F)F)cc1	/	-0.5
CCCNC(=O)C[C@@H]1C[C@@H]2c3cc(NS(=O)(=O)c4ccccc4)ccc3O[C@@H]2[C@@H](CO)O1	-8.2	0.0
COc1ccc(NC(=O)Nc2ccc3c(c2)C(=O)N([C@@H](C)CO)C[C@@H](C)[C@@H](CN(C)S(=O)(=O)c2ccc(C)cc2)O3)cc1	/	-0.1
C[C@H]1CN([C@@H](C)CO)C(=O)c2cc(NC(=O)C3CCCCC3)ccc2O[C@H]1CN(C)Cc1ccc(Cl)c(Cl)c1	/	0.6
CC(=O)N(C)C[C@@H]1Oc2cc(Br)ccc2S(=O)(=O)N([C@H](C)CO)C[C@H]1C	11.7	2.2
C[C@@H]1CN([C@@H](C)CO)C(=O)c2cc(Br)cnc2O[C@H]1CN(C)Cc1cccnc1	5.6	0.5
CC(C)NC(=O)N[C@H]1C=C[C@H](CC(=O)NC2Cc3ccccc3C2)O[C@H]1CO	-10.5	0.5
CC(C)(C)c1ccc(S(=O)(=O)NCC(=O)Nc2cccc(Cl)c2)cc1	3.9	0.3
CCCNC(=O)N[C@@H]1CC[C@@H](CCNS(=O)(=O)c2cccc(F)c2)O[C@H]1CO	-2.3	0.5
O=C(C1=C[C@@H](c2ccc3c(c2)Cc2ccccc2-3)C[C@@H](OCCCCO)O1)N1CCN(Cc2ccc3c(c2)OCO3)CC1	-6.0	/

The final six entries of the section above come first, to join the parts.
SMILES	EZH2 inh	IDH1 mut inh
CC(=O)N(C)C[C@@H]1Oc2cc(Br)ccc2S(=O)(=O)N([C@H](C)CO)C[C@H]1C	11.7	2.2
C[C@@H]1CN([C@@H](C)CO)C(=O)c2cc(Br)cnc2O[C@H]1CN(C)Cc1cccnc1	5.6	0.5
CC(C)NC(=O)N[C@H]1C=C[C@H](CC(=O)NC2Cc3ccccc3C2)O[C@H]1CO	-10.5	0.5
CC(C)(C)c1ccc(S(=O)(=O)NCC(=O)Nc2cccc(Cl)c2)cc1	3.9	0.3
CCCNC(=O)N[C@@H]1CC[C@@H](CCNS(=O)(=O)c2cccc(F)c2)O[C@H]1CO	-2.3	0.5
O=C(C1=C[C@@H](c2ccc3c(c2)Cc2ccccc2-3)C[C@@H](OCCCCO)O1)N1CCN(Cc2ccc3c(c2)OCO3)CC1	-6.0	/
C[C@@H]1CCCCO[C@H](CN(C)S(C)(=O)=O)[C@@H](C)CN([C@@H](C)CO)C(=O)c2cc(NC(=O)Cc3ccccc3)ccc2O1	0.8	/
Cc1cccc(S(=O)(=O)N(C)C[C@@H]2OCc3cnnn3CCCC(=O)N([C@H](C)CO)C[C@@H]2C)c1	15.0	-9.7
CNC[C@H]1Oc2c(NC(=O)Nc3ccc(OC)cc3)cccc2C(=O)N([C@H](C)CO)C[C@@H]1C	-9.4	/
O=C(CSc1nc(-c2ccccc2)cc(C(F)(F)F)n1)c1cccc([N+](=O)[O-])c1	2.4	0.0
C[C@H]1CCCCO[C@@H](CN(C)S(=O)(=O)c2cn(C)cn2)[C@@H](C)CN([C@@H](C)CO)C(=O)c2cc(NC(=O)CCC(F)(F)F)ccc2O1	/	1.1
C[C@@H]1CCCCO[C@H](CN(C)C(=O)NC2CCCCC2)[C@@H](C)CN([C@H](C)CO)C(=O)c2cc(NS(=O)(=O)c3ccc(Cl)cc3)ccc2O1	/	5.4
C[C@@H]1CN([C@@H](C)CO)C(=O)c2cc(NS(=O)(=O)c3cccs3)ccc2O[C@@H]1CN(C)Cc1ccc(C(=O)O)cc1	/	0.2
Cc1noc(C)c1NC(=O)Nc1ccc2c(c1)CC(=O)N([C@H](C)CO)C[C@H](C)[C@@H](CN(C)Cc1ccc(C(=O)Nc3ccccc3N)cc1)O2	/	-0.3
C[C@@H]1CN([C@H](C)CO)C(=O)c2cccc(NC(=O)Nc3ccc4c(c3)OCO4)c2O[C@@H]1CN(C)C(=O)NC1CCCCC1	/	-5.4
C[C@H](O)C#Cc1cnc2c(c1)C(=O)N([C@H](C)CO)C[C@@H](C)[C@@H](CN(C)C(=O)Cc1ccccn1)O2	22.8	/
CNC[C@@H]1Oc2cc(C#CCN(C)C)ccc2S(=O)(=O)N([C@H](C)CO)C[C@H]1C	-5.0	-0.4
O=C(N[C@H]1CC[C@@H](CCNS(=O)(=O)c2ccc(F)cc2)O[C@@H]1CO)c1cccc(F)c1	-8.0	-0.1
C[C@@H]1CCCCO[C@@H](CN(C)C(=O)CCC(F)(F)F)[C@@H](C)CN([C@@H](C)CO)C(=O)c2cc(NS(=O)(=O)c3cccs3)ccc2O1	/	-1.2
CC1=CC(=O)[C@H]2C(C)(C)CCC[C@]2(C)[C@@]1(O)CO	9.8	0.8
C[C@H](CO)N1C[C@H](C)[C@H](CN(C)Cc2ccc(C(=O)O)cc2)Oc2ccc(NC(=O)Cc3cn(C)c4ccccc34)cc2C1=O	/	-21.7
CNC[C@H]1Oc2cc(C#Cc3ccncc3)ccc2S(=O)(=O)N([C@@H](C)CO)C[C@@H]1C	-12.9	29.5
COC(=O)c1cc(OC)c(OC)cc1NC(=O)c1cc(-c2cccnc2)nc2ccc(Cl)cc12	-6.5	0.0
C[C@@H]1CCCCO[C@@H](CN(C)S(=O)(=O)c2ccccc2)[C@@H](C)CN([C@@H](C)CO)C(=O)c2cc(NC(=O)NC3CCCCC3)ccc2O1	/	1.8

3 compounds already listed, sorted by SMILES length, descending:
SMILES	EZH2 inh	IDH1 mut inh
C[C@H]1CCCCO[C@@H](CN(C)S(=O)(=O)c2cn(C)cn2)[C@@H](C)CN([C@@H](C)CO)C(=O)c2cc(NC(=O)CCC(F)(F)F)ccc2O1	/	1.1
C[C@@H]1CCCCO[C@H](CN(C)S(C)(=O)=O)[C@@H](C)CN([C@@H](C)CO)C(=O)c2cc(NC(=O)Cc3ccccc3)ccc2O1	0.8	/
C[C@H](O)C#Cc1cnc2c(c1)C(=O)N([C@H](C)CO)C[C@@H](C)[C@@H](CN(C)C(=O)Cc1ccccn1)O2	22.8	/
